Keap1 Nrf2 FP: inhibitors of human Keap1-Nrf2 protein-protein interaction | Q14145 | Keap1 Kelch-Nrf2 peptide fluorescence polarization, 1536-well | inhibition, % at 9.4 µM | actives 0.15% (n = 340,000) | AID 504523; in the data active = inhibition above about 12%;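 note: human Keap1 Kelch domain with fluorescein labeled Nrf2 9mer peptide probe; 0% = neutral control wells and 100% = peptide positive control; higher means more block of Keap1 binding to Nrf2 peptide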
NSD2 HMT inh: inhibitors of human histone methyltransferase NSD2; actives 0.54% (n = 310,000); AID 743445; inhibition, % at 12.5 µM; NSD2 peptide methylation, AlphaScreen, 120 min; O96028; in the data active = inhibition above about 50%
SR-BI DiI-HDL act: SR-BI HDL lipid transfer activation. CHO ldlA[mSR-BI] cells, DiI-HDL uptake fluorescence, 3 h; 100 = double the neutral-control signal. activation, % at 12.5 µM. actives 0.096% (n = 320,000). AID 504775;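 active = mean replicate activation of at least 60% and every replicate at or above 60%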;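 note: 0% = median plate neutral-control signal and 100% = twice that signal; values of inactives mirror those of a sister screen read the other way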
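Test system: SR-BI-overexpressing, LDLR-lacking CHO cells; Medium: Ham's F12 with 0.5% BSA, HEPES 25 mM, pH 7.4; Schedule: 3 h, 37 °C; Technique: bottom-read fluorescence, 550/595 nm.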
PKA-R2B activ: PKA-R2B complex activation. actives 0.079% (n = 340,000). AID 504700. activation, % at 11.4 µM. PKA-R2B holoenzyme dissociation, Cy5-IP20 fluorescence polarization; R2B truncated from residue 108, S112A mutant; 0% DMSO only, 100% 113 µM cGMP;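 active = activation above a cutoff set at the mean over all compounds plus 3 SD, cut at about 18% in these data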;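 note: higher means more holoenzyme dissociation and a rise in polarization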
Target sequence (P31323 whole entry, looked up, other chains not shown, the tested form may be a part): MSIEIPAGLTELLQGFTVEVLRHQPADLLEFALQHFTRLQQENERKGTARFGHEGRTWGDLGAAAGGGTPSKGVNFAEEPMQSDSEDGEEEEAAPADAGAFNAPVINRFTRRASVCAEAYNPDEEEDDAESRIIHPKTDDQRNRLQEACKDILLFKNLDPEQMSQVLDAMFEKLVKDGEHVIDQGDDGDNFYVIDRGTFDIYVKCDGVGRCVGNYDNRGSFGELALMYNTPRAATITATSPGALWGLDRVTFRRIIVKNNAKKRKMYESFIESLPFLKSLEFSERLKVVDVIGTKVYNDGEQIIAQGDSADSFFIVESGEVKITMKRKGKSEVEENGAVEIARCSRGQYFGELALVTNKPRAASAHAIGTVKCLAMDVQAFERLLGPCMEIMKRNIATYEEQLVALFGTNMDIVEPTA
C-LANA FP: KSHV C-LANA DNA binding inhibition; MBP-C-LANA/FAM-LBS DNA binding, fluorescence polarization; inhibition, % at 9 µM; actives 0.078% (n = 340,000);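 active = highest replicate inhibition at or above 60% at 9 µM, even if other replicates fall short; inactive = all replicates below 60% inhibition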;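 note: 0% = neutral control wells and 100% = 4 µM acridine orange control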
Arrestin-AP2 inh: inhibitors of human beta-arrestin and AP2 interaction; FITC-arrestin peptide / GST-AP2 beads, flow cytometry; AP2 beta2 appendage carries R879A mutation; inhibition, % at 10 µM; actives 0.31% (n = 340,000); AID 504490;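 active = inhibition above a set limit, near 3 SD of compounds lacking own fluorescence, cut at about 54% in these data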;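 note: plate controls were DMSO wells for no effect and 5 µM unlabelled arrestin peptide for full effect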
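Test system: GST-tagged AP2 beta2-adaptin appendage (R879A) on 4 µm glutathione beads; also added: fluorescein-tagged arrestin peptide at 50 nM final; timing: 12 min plus 1 h, RT; signal: flow cytometry, FL1 (488/535 nm); read-out: percent drop in bead-associated FITC signal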
PvdQ acylase: blocks Pseudomonas aeruginosa PvdQ acylase activity; inhibition, % at 10 µM; purified PvdQ acylase, fluorescence plate reader; actives 0.063% (n = 340,000); AID 488965; in the data active = inhibition above about 30%, passing the limit was not always enough;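 note: 0% = vehicle neutral wells and 100% = reference inhibitor wells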
SR-BI DiI inh: blocks mouse SR-BI lipid uptake from DiI-HDL | inhibition, % at 12.5 µM | ldlA[mSR-BI] CHO cells, DiI-HDL uptake fluorescence, 3 h | Q61009 | actives 0.96% (n = 320,000) | AID 488896;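 active = mean replicate inhibition of at least 70% and a set share of replicates each scoring 70 or more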;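 note: 0% = median of neutral control wells and 100% = median of positive control wells; values of inactives mirror those of a sister screen read the other way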
RTF Ca sens inh: cardiac RTF calcium desensitization; AID 493244; P19429+P45379; inhibition, % at 7.15 µM; IANBD-labeled cardiac RTF, Ca2+ fluorescence; actives 0.12% (n = 340,000);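 active = inhibition above the mean inhibition of all tested compounds plus 3 SD, cut at about 17% in these data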;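 note: assay run at fixed EC70 calcium of 1.6 mM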
DAGLB inh: diacylglycerol lipase beta (human) inhibition | Q8NCG7 | HEK293T DAGLB membrane lysate, EnzChek fluorogenic substrate | inhibition, % at 5.17 µM | actives 0.059% (n = 340,000) | AID 504411; in the data active = inhibition above about 34%;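 note: 0% = enzyme with vehicle and 100% = wells lacking enzyme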
Target sequence (Q8NCG7 whole entry, looked up): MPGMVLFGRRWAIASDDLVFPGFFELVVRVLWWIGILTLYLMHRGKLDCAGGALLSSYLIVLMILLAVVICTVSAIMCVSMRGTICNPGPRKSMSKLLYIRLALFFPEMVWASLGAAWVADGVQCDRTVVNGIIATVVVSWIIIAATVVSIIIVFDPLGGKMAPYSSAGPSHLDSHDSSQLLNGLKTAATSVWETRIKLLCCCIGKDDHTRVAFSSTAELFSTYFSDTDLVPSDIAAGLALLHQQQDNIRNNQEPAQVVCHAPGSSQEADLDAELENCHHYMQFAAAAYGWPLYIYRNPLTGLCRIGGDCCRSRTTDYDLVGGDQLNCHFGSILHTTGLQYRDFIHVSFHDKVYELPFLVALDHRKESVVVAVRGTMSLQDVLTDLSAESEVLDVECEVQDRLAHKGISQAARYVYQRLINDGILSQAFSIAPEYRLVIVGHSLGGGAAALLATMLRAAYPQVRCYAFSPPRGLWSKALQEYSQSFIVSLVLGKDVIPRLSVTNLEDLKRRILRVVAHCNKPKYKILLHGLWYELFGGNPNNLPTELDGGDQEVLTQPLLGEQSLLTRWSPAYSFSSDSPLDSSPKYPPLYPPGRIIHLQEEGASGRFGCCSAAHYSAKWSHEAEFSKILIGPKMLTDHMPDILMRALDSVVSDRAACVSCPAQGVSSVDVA
Starred values were filed as active, the others as inactive.

`O=C(CCCN1C(=O)/C(=C\c2cccc(Br)c2)SC1=S)Nc1cccnc1` gave Keap1 Nrf2 FP 4, NSD2 HMT inh 2, SR-BI DiI-HDL act -26, PKA-R2B activ -5, C-LANA FP 3.9, Arrestin-AP2 inh -5, PvdQ acylase -1, SR-BI DiI inh 35, RTF Ca sens inh 4 and DAGLB inh 4.
For O=C(NCc1ccc(Cl)cc1)c1ccc(Cl)cc1[N+](=O)[O-] the results were Keap1 Nrf2 FP -1, NSD2 HMT inh -4, SR-BI DiI-HDL act 15, PKA-R2B activ 0, C-LANA FP 1.4, Arrestin-AP2 inh 26, PvdQ acylase 2, SR-BI DiI inh -15, RTF Ca sens inh -1 and DAGLB inh -1.
`CCCCCCc1ccc(N2C[C@H](Cc3ccccc3)[C@@H](CC(=O)NCc3ccc(OC)cc3)C2=O)cc1` gave Keap1 Nrf2 FP 2, SR-BI DiI-HDL act -42, PKA-R2B activ 5, C-LANA FP 2.6, Arrestin-AP2 inh 28, PvdQ acylase -10, SR-BI DiI inh 42, RTF Ca sens inh -6 and DAGLB inh -2.
For CC(=O)[C@@]1(O)[C@H](C)CC2C3CC=C4CC(OP(=O)(O)O)CC[C@]4(C)C3CC[C@@]21C (stereo partly drawn) the results were Keap1 Nrf2 FP -9, NSD2 HMT inh -5, SR-BI DiI-HDL act -22, PKA-R2B activ 3, C-LANA FP -3.7, Arrestin-AP2 inh 0, PvdQ acylase -11, SR-BI DiI inh 22, RTF Ca sens inh -8 and DAGLB inh 1.
`C[C@@]12C(=O)N(c3ccccc3)C(=O)N1[C@@H]1c3ccccc3OC[C@@H]1[C@H]2c1ccccc1` gave Keap1 Nrf2 FP -5, SR-BI DiI-HDL act 17, PKA-R2B activ 1, C-LANA FP -0.6, Arrestin-AP2 inh -2, PvdQ acylase -10, SR-BI DiI inh -17, RTF Ca sens inh -5 and DAGLB inh 6.
For COc1ccc(C2C(C)C(=O)C(C)C(c3ccc(OC)cc3)N2N=O)cc1 (stereo not drawn) the results were Keap1 Nrf2 FP -1, NSD2 HMT inh 0, SR-BI DiI-HDL act -12, PKA-R2B activ -17, C-LANA FP 0.8, Arrestin-AP2 inh 3, PvdQ acylase -7, SR-BI DiI inh 12, RTF Ca sens inh 6 and DAGLB inh -4.
For CCOC(=O)c1cccc(NC(=O)/C=C/c2ccc([N+](=O)[O-])cc2)c1 the results were Keap1 Nrf2 FP 1, NSD2 HMT inh -1, SR-BI DiI-HDL act -33, PKA-R2B activ 10, C-LANA FP -1.3, Arrestin-AP2 inh 5, PvdQ acylase -14, SR-BI DiI inh 33, RTF Ca sens inh -9 and DAGLB inh -1.
COc1ccc(NS(=O)(=O)c2ccc3c(c2)Cc2ccccc2-3)cn1 was read as Keap1 Nrf2 FP 3, NSD2 HMT inh -2, SR-BI DiI-HDL act 11, PKA-R2B activ -14, C-LANA FP 0.1, Arrestin-AP2 inh 29, PvdQ acylase 4, SR-BI DiI inh -11, RTF Ca sens inh 5 and DAGLB inh -7.
Screening CCCCN(CC)CCCNC(=O)C1CCN(c2ncnc3c2sc2cccc(F)c23)CC1 returned Keap1 Nrf2 FP -4, NSD2 HMT inh 46, SR-BI DiI-HDL act 13, PKA-R2B activ -6, C-LANA FP -3.7, Arrestin-AP2 inh -6, PvdQ acylase -9, SR-BI DiI inh -13, RTF Ca sens inh -3 and DAGLB inh -1.
`CN1CCN(c2ccc(NC(=S)NC(=O)c3cccc4c(Br)cccc34)cc2)CC1` gave Keap1 Nrf2 FP -2, NSD2 HMT inh 14, SR-BI DiI-HDL act -19, PKA-R2B activ -5, C-LANA FP -0.3, Arrestin-AP2 inh -4, PvdQ acylase -14, SR-BI DiI inh 19, RTF Ca sens inh -1 and DAGLB inh 0.
Screening c1ccc(C2CC(c3cccs3)n3nnnc3N2)cc1 (stereo not drawn) returned Keap1 Nrf2 FP -5, NSD2 HMT inh -1, SR-BI DiI-HDL act 2, PKA-R2B activ -2, C-LANA FP -1.9, Arrestin-AP2 inh 4, PvdQ acylase -11, SR-BI DiI inh -2, RTF Ca sens inh 0 and DAGLB inh 2.
`Cc1ccccc1C1=N/C(=C/c2cccs2)C(=O)O1` gave Keap1 Nrf2 FP -3, NSD2 HMT inh -2, SR-BI DiI-HDL act -1, PKA-R2B activ -15, C-LANA FP 3.9, Arrestin-AP2 inh -1, PvdQ acylase 12, SR-BI DiI inh 1, RTF Ca sens inh -18 and DAGLB inh -1.
`N#Cc1c2nc3ccccc3nc2n2cc(NC(=O)c3ccc(F)cc3)ccc12` gave Keap1 Nrf2 FP -3, NSD2 HMT inh 73*, SR-BI DiI-HDL act -49, PKA-R2B activ 3, C-LANA FP 12, Arrestin-AP2 inh 8, PvdQ acylase 5, SR-BI DiI inh 49, RTF Ca sens inh -17 and DAGLB inh 0.
`O=C(COC(=O)Cc1ccc(S(=O)(=O)N2CCOCC2)s1)Nc1ccc(F)cc1F` gave Keap1 Nrf2 FP -13, NSD2 HMT inh -1, SR-BI DiI-HDL act -7, PKA-R2B activ -5, C-LANA FP -0.3, Arrestin-AP2 inh -14, PvdQ acylase -13, SR-BI DiI inh 7, RTF Ca sens inh 4 and DAGLB inh 1.
`CCOC(=O)c1nc(-c2ccccc2)oc1N1CCOCC1` gave Keap1 Nrf2 FP -6, NSD2 HMT inh -4, SR-BI DiI-HDL act -11, PKA-R2B activ -2, C-LANA FP 0.8, Arrestin-AP2 inh 0, PvdQ acylase -11, SR-BI DiI inh 11, RTF Ca sens inh -14 and DAGLB inh 1.
`CCOC(=O)CSc1cc(C)c(C#N)c2nc3ccccc3n12` gave Keap1 Nrf2 FP -3, NSD2 HMT inh 1, SR-BI DiI-HDL act -1, PKA-R2B activ 5, C-LANA FP 2.2, Arrestin-AP2 inh 36, PvdQ acylase 2, SR-BI DiI inh 1, RTF Ca sens inh -6 and DAGLB inh 1.
Screening Cc1ccc(-c2cc(C(=O)N3CC4(C)CC3CC(C)(C)C4)no2)cc1 (stereo not drawn) returned Keap1 Nrf2 FP -4, NSD2 HMT inh -3, SR-BI DiI-HDL act -37, PKA-R2B activ 11, C-LANA FP 0.5, Arrestin-AP2 inh 8, PvdQ acylase -13, SR-BI DiI inh 37, RTF Ca sens inh -2 and DAGLB inh -1.
Screening CC1CCN(S(=O)(=O)c2cccc(C(=O)Nc3ccccc3)c2)CC1 returned Keap1 Nrf2 FP -2, NSD2 HMT inh -1, SR-BI DiI-HDL act 1, PKA-R2B activ 0, C-LANA FP -0.4, Arrestin-AP2 inh -16, PvdQ acylase -6, SR-BI DiI inh -1, RTF Ca sens inh 2 and DAGLB inh -1.
For COCCCNC(=S)N(Cc1ccccc1)Cc1ccccc1 the results were Keap1 Nrf2 FP 5, SR-BI DiI-HDL act -16, PKA-R2B activ 7, C-LANA FP -1.3, Arrestin-AP2 inh 34, PvdQ acylase 0, SR-BI DiI inh 16, RTF Ca sens inh -8 and DAGLB inh -1.
COc1cc(/C=C2\SC(=Nc3ccccc3OC)NC2=O)ccc1O was read as Keap1 Nrf2 FP -14, NSD2 HMT inh 6, SR-BI DiI-HDL act -63, PKA-R2B activ 3, C-LANA FP -2.8, Arrestin-AP2 inh 10, PvdQ acylase -8, SR-BI DiI inh 63, RTF Ca sens inh -8 and DAGLB inh 5.
`CCC(C)N1C(=S)SC(C)(C)C1N(O)C(=O)NC1CCCCC1` (stereo not drawn) gave Keap1 Nrf2 FP 2, NSD2 HMT inh -3, SR-BI DiI-HDL act -9, PKA-R2B activ 3, C-LANA FP 2.9, Arrestin-AP2 inh -10, PvdQ acylase -3, SR-BI DiI inh 9, RTF Ca sens inh 0 and DAGLB inh 3.
For COC(=O)c1ccc(COc2cccc3c2CCN(Cc2cccc(C)c2)C3=O)o1 the results were Keap1 Nrf2 FP -3, NSD2 HMT inh 0, SR-BI DiI-HDL act -41, PKA-R2B activ -1, C-LANA FP -1.4, Arrestin-AP2 inh -13, PvdQ acylase -9, SR-BI DiI inh 41, RTF Ca sens inh -10 and DAGLB inh -7.
For Cc1ccc(S(=O)(=O)CC(=O)Nc2cc(C)on2)cc1 the results were Keap1 Nrf2 FP 2, NSD2 HMT inh -3, SR-BI DiI-HDL act 10, PKA-R2B activ -6, C-LANA FP -0.5, Arrestin-AP2 inh -13, PvdQ acylase -6, SR-BI DiI inh -10, RTF Ca sens inh 6 and DAGLB inh -2.
Screening COCC(=O)N1CCC(Oc2ccc(C(=O)N(C)Cc3nccs3)cc2)CC1 returned Keap1 Nrf2 FP -2, NSD2 HMT inh 2, SR-BI DiI-HDL act 5, PKA-R2B activ -6, C-LANA FP 0.5, Arrestin-AP2 inh -1, PvdQ acylase -8, SR-BI DiI inh -5, RTF Ca sens inh 0 and DAGLB inh -1.
Screening O=C(N/N=C/c1ccc(Cl)cc1Cl)c1ccc(-n2cnnn2)cc1 returned Keap1 Nrf2 FP 0, NSD2 HMT inh -1, SR-BI DiI-HDL act -55, PKA-R2B activ 3, C-LANA FP 1.4, Arrestin-AP2 inh 3, PvdQ acylase -10, SR-BI DiI inh 55, RTF Ca sens inh -9 and DAGLB inh 3.
For O=C(c1ccc(COc2ccccc2[N+](=O)[O-])o1)N1CCCCCC1 the results were Keap1 Nrf2 FP 3, NSD2 HMT inh 2, SR-BI DiI-HDL act -7, PKA-R2B activ -10, C-LANA FP -2.0, Arrestin-AP2 inh 5, PvdQ acylase 3, SR-BI DiI inh 7, RTF Ca sens inh -1 and DAGLB inh -4.
For CCCc1nc2oc3c(Cl)ncnc3c2c2c1CCCC2 the results were Keap1 Nrf2 FP -4, NSD2 HMT inh -2, SR-BI DiI-HDL act 16, PKA-R2B activ -3, C-LANA FP -0.1, Arrestin-AP2 inh -9, PvdQ acylase -2, SR-BI DiI inh -16, RTF Ca sens inh -4 and DAGLB inh -2.
`Cc1ccnc(NC(=O)CNC(=O)c2ccccc2)c1` gave Keap1 Nrf2 FP 5, NSD2 HMT inh 0, SR-BI DiI-HDL act -4, PKA-R2B activ 3, C-LANA FP 0.4, Arrestin-AP2 inh -5, PvdQ acylase -9, SR-BI DiI inh 4, RTF Ca sens inh -6 and DAGLB inh -3.
Screening OC[C@@H](O)C1OC2NC(=S)OC2C1O (stereo partly drawn) returned Keap1 Nrf2 FP -3, NSD2 HMT inh -5, SR-BI DiI-HDL act 2, PKA-R2B activ 4, C-LANA FP 3.5, Arrestin-AP2 inh -7, PvdQ acylase -9, SR-BI DiI inh -2, RTF Ca sens inh -13 and DAGLB inh -3.
